RGS4-Gao reg – modulators of RGS4 binding to Galphao, primary screen, biochemical, multiplexed bead flow cytometry; actives lie on both sides; binding response (% of control), % at 10 µM; 0.33% of 220,000 active; in the data active means binding response below about 49% or above about 150%; inactive means in between;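 further: fluorescent Galphao activated with aluminum fluoride binding bead-coupled RGS4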
Bcl-2 Bim block – inhibitors of Bim-Bcl-2 binding, primary screen, biochemical, multiplexed, human Bcl-2 family; Bead-based flow cytometry, Bim peptide-Bcl-2 binding; AID 950, 2007; inhibition, % at 10 µM; 0.06% of 190,000 active; Apoptosis regulator Bcl-2 (Homo sapiens), P10415; in the data active means inhibition above about 40%; inconclusive means no clear call, values can overlap the other calls;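 further: 0% = no compound wells with probe peptide and 100% = reference peptide inhibitor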
ABCG2 inh – ABCG2 efflux pump inhibitors, primary screen, multiplex with ABCB1, IgMXP3 cells, flow cytometry | Broad substrate specificity ATP-binding cassette transporter ABCG2 (Homo sapiens), Q9UNQ0 | AID 1325, 2008 | inhibition, % at 6.6 µM | 0.1% of 190,000 active | JC-1 efflux;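 active means inhibition above 80%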;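 further: 0% = DMSO and 100% = nicardipine control wells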
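Measure – % inhibition of efflux relative to nicardipine and DMSO · Test system – ABCG2 IgMXP3 and barcoded ABCB1 CCRF-Adr cell mix · Control set – nicardipine as high control, DMSO as low control · Compound – one concentration, 6.6 µM final · Signal – flow cytometry of retained JC-1 fluorescence · Timing – 10 min exposure at 25 °C with rotation, no wash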
Bfl-1 Bim block – inhibitors of Bim binding to Bfl-1, primary screen, biochemical, multiplexed, bead-based flow cytometry; Bcl-2-related protein A1 (Homo sapiens), Q16548; inhibition, % at 10 µM; AID 1008, 2008; 0.12% of 190,000 active; Bim-Bfl-1 binding inhibition;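 further: 0% = wells without compound plus tracer and 100% = blocker peptide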
ABCB1 block – ABCB1 efflux pump inhibitors, primary screen, cell-based, multiplex, flow cytometry, ABCG2 counter-screen | ATP-dependent translocase ABCB1 (Homo sapiens), P08183 | CCRF-Adr cells, JC-1 efflux | 0.067% of 190,000 active | inhibition, % at 6.6 µM; in the data active means inhibition above about 40%;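 further: 0% = vehicle and 100% = reference inhibitor; higher value means more JC-1 retained so stronger ABCB1 efflux block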
Target sequence (P08183 whole entry, looked up): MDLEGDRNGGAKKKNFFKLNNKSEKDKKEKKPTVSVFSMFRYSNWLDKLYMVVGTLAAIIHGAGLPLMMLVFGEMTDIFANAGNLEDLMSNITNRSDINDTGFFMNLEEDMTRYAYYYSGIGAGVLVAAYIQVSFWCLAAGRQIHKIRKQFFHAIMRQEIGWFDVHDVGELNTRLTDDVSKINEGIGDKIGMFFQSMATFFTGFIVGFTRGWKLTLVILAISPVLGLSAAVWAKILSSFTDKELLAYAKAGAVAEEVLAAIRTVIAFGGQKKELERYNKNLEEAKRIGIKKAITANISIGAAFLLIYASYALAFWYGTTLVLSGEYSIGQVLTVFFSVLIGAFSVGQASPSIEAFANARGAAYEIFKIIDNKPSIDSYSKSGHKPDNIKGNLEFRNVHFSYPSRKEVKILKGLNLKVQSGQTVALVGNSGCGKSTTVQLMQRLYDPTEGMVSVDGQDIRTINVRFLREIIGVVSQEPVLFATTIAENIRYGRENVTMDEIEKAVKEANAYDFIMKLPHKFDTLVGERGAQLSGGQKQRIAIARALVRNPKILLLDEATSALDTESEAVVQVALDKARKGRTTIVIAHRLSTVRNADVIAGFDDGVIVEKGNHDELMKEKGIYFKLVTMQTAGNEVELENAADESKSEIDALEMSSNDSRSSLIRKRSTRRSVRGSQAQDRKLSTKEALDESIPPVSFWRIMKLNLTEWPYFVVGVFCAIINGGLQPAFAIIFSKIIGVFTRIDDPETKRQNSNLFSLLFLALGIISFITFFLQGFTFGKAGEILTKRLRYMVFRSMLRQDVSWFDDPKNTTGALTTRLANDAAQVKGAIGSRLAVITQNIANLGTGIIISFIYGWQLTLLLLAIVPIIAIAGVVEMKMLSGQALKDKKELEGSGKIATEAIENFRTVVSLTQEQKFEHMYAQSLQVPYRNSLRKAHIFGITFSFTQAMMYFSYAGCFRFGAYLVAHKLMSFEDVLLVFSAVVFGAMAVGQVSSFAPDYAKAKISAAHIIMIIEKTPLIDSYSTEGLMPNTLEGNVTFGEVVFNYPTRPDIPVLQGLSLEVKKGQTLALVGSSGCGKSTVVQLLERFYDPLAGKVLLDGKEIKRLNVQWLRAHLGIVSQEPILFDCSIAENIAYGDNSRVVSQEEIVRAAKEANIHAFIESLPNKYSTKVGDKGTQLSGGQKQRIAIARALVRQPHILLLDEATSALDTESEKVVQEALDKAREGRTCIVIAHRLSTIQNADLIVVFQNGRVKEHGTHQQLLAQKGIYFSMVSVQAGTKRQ
Bcl-XL Bim block – inhibitors of Bim-Bcl-XL binding, primary screen, biochemical, multiplexed, bead flow cytometry, human Bcl-XL; AID 1007, 2008; 0.04% of 190,000 active; Bim peptide-Bcl-XL binding, fluorescence; inhibition, % at 10 µM
Bcl-B Bim block – inhibitors of Bim-Bcl-B binding, primary screen, biochemical, multiplexed, human Bcl-2 family; Bcl-2-like protein 10 (Homo sapiens), Q9HD36; inhibition, % at 10 µM; AID 951, 2007; bead-based flow cytometry, Bim peptide-Bcl-B binding; 0.073% of 190,000 active;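 further: 0% = tracer peptide without compound and 100% = reference inhibitor peptide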
Bim-Bcl-W – inhibitors of Bim binding to Bcl-W, primary screen, biochemical, multiplexed, bead-based flow cytometry | Bcl-2-like protein 2 (Homo sapiens), Q92843 | Bim peptide-Bcl-W binding | inhibition, % at 10 µM | 0.02% of 190,000 active;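 further: 0% = bound tracer without compound and 100% = peptide blocker; higher means less fluorescent Bim peptide bound to Bcl-W beads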
RGS7-Gao – RGS7-Galphao binding modulators, primary screen, biochemical, multiplexed bead flow cytometry; 0.35% of 220,000 active; Guanine nucleotide-binding protein G(o) subunit alpha (Homo sapiens), P09471; actives lie on both sides; binding response (% of control), % at 10 µM; in the data active means binding response below about 49% or above about 150%; inconclusive means no clear call, values can overlap the other calls; inactive means in between;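 further: fluorescent Galphao held in activated GDP-AlF4 state binding bead-coupled RGS7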
GSH bead fluor – compound fluorescence on glutathione beads, profiling panel, artefact control, biophysical, 488/530 nm, flow cytometry; GSH beads flow cytometry, compound fluorescence 488/530 nm; hits give high values; 0.25% of 190,000 active; AID 1776, 2009; fluorescence (KMESF) at 10 µM; in the data active means fluorescence above about 89;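 further: glutathione beads carrying GST-tagged Bcl family fusion proteins plus one bare bead set; values are compound well signal with DMSO vehicle wells as background; inactives centre near 16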
RGS8-Gao – RGS8-Galphao binding modulators, primary screen, biochemical, multiplexed bead flow cytometry; Guanine nucleotide-binding protein G(o) subunit alpha (Homo sapiens), P09471; actives lie on both sides; response (percent of control binding), % at 10 µM; 0.34% of 220,000 active; AID 1423, 2008; in the data active means response below about 60% or above about 140%; inactive means in between;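 further: Galphao activated as the GDP aluminium fluoride complex binding bead-coupled RGS8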
Active calls of the source: *. Unless noted, no stated cut-off is given here; in the data, active means inhibition above about 40%.

O=C(NCC1CCCO1)c1ccc(CS(=O)(=O)c2ccc(Br)cc2)o1 (stereo not drawn) was read as RGS4-Gao reg 99, Bcl-2 Bim block -9, ABCG2 inh 0, Bfl-1 Bim block -10, ABCB1 block 0.0, Bcl-XL Bim block -2, Bcl-B Bim block -6, Bim-Bcl-W -2, RGS7-Gao 98, GSH bead fluor 25 and RGS8-Gao 102.
c1ccc(-c2nc(NCCCN3CCOCC3)c3ccccc3n2)cc1 was read as RGS4-Gao reg 104, Bcl-2 Bim block 1, ABCG2 inh 4, Bfl-1 Bim block -2, ABCB1 block 1.4, Bcl-XL Bim block -5, Bcl-B Bim block 1, Bim-Bcl-W 2, RGS7-Gao 101, GSH bead fluor 8 and RGS8-Gao 99.
Screening CNC(=O)CN(c1ccc(OC)cc1)S(=O)(=O)c1ccc(F)cc1 returned RGS4-Gao reg 102, Bcl-2 Bim block -3, ABCG2 inh 0, Bfl-1 Bim block -7, ABCB1 block 0.3, Bcl-XL Bim block -6, Bcl-B Bim block -11, Bim-Bcl-W -6, RGS7-Gao 99, GSH bead fluor 19 and RGS8-Gao 98.
Cc1cccc(NC(=O)C2CCN(S(=O)(=O)c3c(C)nn(C)c3C)CC2)n1 was read as RGS4-Gao reg 101, Bcl-2 Bim block -10, ABCG2 inh 0, Bfl-1 Bim block -9, ABCB1 block 0.5, Bcl-XL Bim block -4, Bcl-B Bim block -9, Bim-Bcl-W 0, RGS7-Gao 104, GSH bead fluor 25 and RGS8-Gao 101.
For Cc1ccccc1C(=O)Nc1ccccn1 the results were RGS4-Gao reg 96, Bcl-2 Bim block -8, ABCG2 inh -7, Bfl-1 Bim block -17, ABCB1 block -0.4, Bcl-XL Bim block -6, Bcl-B Bim block -8, Bim-Bcl-W 0, RGS7-Gao 95, GSH bead fluor 28 and RGS8-Gao 100.
`Cc1ccc(S(=O)(=O)N2CCN(c3ccnc4cc(Cl)ccc34)CC2)cc1C` gave RGS4-Gao reg 102, Bcl-2 Bim block -3, ABCG2 inh 5, Bfl-1 Bim block -4, ABCB1 block 7.5, Bcl-XL Bim block -3, Bcl-B Bim block -5, Bim-Bcl-W 0, RGS7-Gao 105, GSH bead fluor 20 and RGS8-Gao 98.
For CC1(C)CC2CC(C)(CN2C(=S)NC(=O)c2ccccc2Cl)C1 (stereo not drawn) the results were RGS4-Gao reg 98, Bcl-2 Bim block -6, ABCG2 inh 0, Bfl-1 Bim block -10, ABCB1 block 0.0, Bcl-XL Bim block -8, Bcl-B Bim block -9, Bim-Bcl-W -5, RGS7-Gao 96, GSH bead fluor 13 and RGS8-Gao 98.
For CCc1nnc(NC(=O)C2CCCN(S(=O)(=O)c3ccccc3)C2)s1 (stereo not drawn) the results were RGS4-Gao reg 97, Bcl-2 Bim block -7, ABCG2 inh 2, Bfl-1 Bim block -10, ABCB1 block 0.2, Bcl-XL Bim block -1, Bcl-B Bim block -5, Bim-Bcl-W -3, RGS7-Gao 97, GSH bead fluor 39 and RGS8-Gao 95.
CCC(=O)Nc1ccc(C(=O)N/N=C/c2ccccc2[N+](=O)[O-])cc1 was read as RGS4-Gao reg 100, Bcl-2 Bim block -1, ABCG2 inh 1, Bfl-1 Bim block -6, ABCB1 block 0.2, Bcl-XL Bim block 2, Bcl-B Bim block -6, Bim-Bcl-W 2, RGS7-Gao 103, GSH bead fluor 15 and RGS8-Gao 101.
`O=C(O)C1=C[C@H](c2ccc(Br)cc2)C[C@H](OCCCCO)O1` gave RGS4-Gao reg 101, Bcl-2 Bim block -6, ABCG2 inh 1, Bfl-1 Bim block -4, ABCB1 block -0.1, Bcl-XL Bim block -3, Bcl-B Bim block -4, Bim-Bcl-W -1, RGS7-Gao 94, GSH bead fluor 18 and RGS8-Gao 98.
`CN(C)Cc1nc2ccccc2c(=O)n1Cc1nc(C(C)(C)C)cs1` gave RGS4-Gao reg 107, Bcl-2 Bim block 0, ABCG2 inh 1, Bfl-1 Bim block 5, ABCB1 block 0.4, Bcl-XL Bim block 6, Bcl-B Bim block 2, Bim-Bcl-W 5, RGS7-Gao 109, GSH bead fluor 21 and RGS8-Gao 123.
`CCOc1ccc(C(C(=O)NC2CCCCC2)N(C(=O)Cc2cccs2)c2ccc(-n3cnnn3)c(OC)c2)cc1` (stereo not drawn) gave RGS4-Gao reg 103, Bcl-2 Bim block -8, ABCG2 inh 7, Bfl-1 Bim block -13, ABCB1 block 3.9, Bcl-XL Bim block -7, Bcl-B Bim block -8, Bim-Bcl-W -6, RGS7-Gao 100, GSH bead fluor 14 and RGS8-Gao 105.
`COc1ccc(O)c(/C=N/c2sc(C)c(C)c2C#N)c1` gave RGS4-Gao reg 100, Bcl-2 Bim block -7, ABCG2 inh 0, Bfl-1 Bim block 1, ABCB1 block 0.1, Bcl-XL Bim block -2, Bcl-B Bim block -15, Bim-Bcl-W 2, RGS7-Gao 107, GSH bead fluor 9 and RGS8-Gao 98.
COc1ccc([N+](=O)[O-])cc1NC(=O)/C=C/C(=O)O was read as RGS4-Gao reg 91, Bcl-2 Bim block -6, ABCG2 inh 0, Bfl-1 Bim block -2, ABCB1 block 0.0, Bcl-XL Bim block -11, Bcl-B Bim block -9, Bim-Bcl-W -4, RGS7-Gao 92, GSH bead fluor 10 and RGS8-Gao 66.
CC(C)CNC(=O)CCCc1c[nH]c2ccccc12 was read as RGS4-Gao reg 101, Bcl-2 Bim block 0, ABCG2 inh 1, Bfl-1 Bim block 0, ABCB1 block 0.1, Bcl-XL Bim block -1, Bcl-B Bim block 3, Bim-Bcl-W -1, RGS7-Gao 101, GSH bead fluor 12 and RGS8-Gao 101.

Gathered by group, the entries above containing bromine (2)
O=C(NCC1CCCO1)c1ccc(CS(=O)(=O)c2ccc(Br)cc2)o1 (stereo not drawn) was read as RGS4-Gao reg 99, Bcl-2 Bim block -9, ABCG2 inh 0, Bfl-1 Bim block -10, ABCB1 block 0.0, Bcl-XL Bim block -2, Bcl-B Bim block -6, Bim-Bcl-W -2, RGS7-Gao 98, GSH bead fluor 25 and RGS8-Gao 102.
`O=C(O)C1=C[C@H](c2ccc(Br)cc2)C[C@H](OCCCCO)O1` gave RGS4-Gao reg 101, Bcl-2 Bim block -6, ABCG2 inh 1, Bfl-1 Bim block -4, ABCB1 block -0.1, Bcl-XL Bim block -3, Bcl-B Bim block -4, Bim-Bcl-W -1, RGS7-Gao 94, GSH bead fluor 18 and RGS8-Gao 98.

(listing goes on)
For COc1ccc(CNC(=O)C2CCCN(S(=O)(=O)c3cnc[nH]3)C2)cc1 (stereo not drawn) the results were RGS4-Gao reg 104, Bcl-2 Bim block 0, ABCG2 inh 0, Bfl-1 Bim block -7, ABCB1 block 0.2, Bcl-XL Bim block 1, Bcl-B Bim block -5, Bim-Bcl-W 0, RGS7-Gao 103, GSH bead fluor 15 and RGS8-Gao 99.
For Cn1nc(C(F)(F)F)c(C(=O)Nc2ccc(F)cc2F)c1Sc1cccc(C(F)(F)F)c1 the results were RGS4-Gao reg 94, Bcl-2 Bim block -11, ABCG2 inh 2, Bfl-1 Bim block -11, ABCB1 block -1.2, Bcl-XL Bim block 0, Bcl-B Bim block -8, Bim-Bcl-W 0, RGS7-Gao 100, GSH bead fluor 33 and RGS8-Gao 98.
Screening C/C(=N\NC(=O)c1nn(C)c(C)c1Br)c1ccc(NC(=O)c2ccc(C)s2)cc1 returned RGS4-Gao reg 102, Bcl-2 Bim block -5, ABCG2 inh -1, Bfl-1 Bim block -8, ABCB1 block -0.2, Bcl-XL Bim block -2, Bcl-B Bim block -4, Bim-Bcl-W -2, RGS7-Gao 103, GSH bead fluor 25 and RGS8-Gao 102.
Screening Cc1ccnc(NC(=O)c2sc3ccccc3c2Cl)c1 returned RGS4-Gao reg 100, Bcl-2 Bim block 0, ABCG2 inh 13, Bfl-1 Bim block 0, ABCB1 block -0.2, Bcl-XL Bim block -2, Bcl-B Bim block -4, Bim-Bcl-W -2, RGS7-Gao 103, GSH bead fluor 2 and RGS8-Gao 105.
`Cc1cc(C)c2cc(C#N)c(NCCCNC(=O)CCC(=O)O)nc2c1` gave RGS4-Gao reg 98, Bcl-2 Bim block -2, ABCG2 inh -1, Bfl-1 Bim block -4, ABCB1 block 0.0, Bcl-XL Bim block -5, Bcl-B Bim block -3, Bim-Bcl-W -4, RGS7-Gao 104, GSH bead fluor 23 and RGS8-Gao 100.
Screening CC(=O)N(Cc1ccccc1)c1nc(-c2ccccc2)cs1 returned RGS4-Gao reg 97, Bcl-2 Bim block -3, ABCG2 inh 1, Bfl-1 Bim block -8, ABCB1 block 0.3, Bcl-XL Bim block -3, Bcl-B Bim block -5, Bim-Bcl-W -3, RGS7-Gao 94, GSH bead fluor 13 and RGS8-Gao 99.
For O=C(Cn1nnc(-c2ccc3c(c2)OCO3)n1)NCc1ccco1 the results were RGS4-Gao reg 102, Bcl-2 Bim block 0, ABCG2 inh 1, Bfl-1 Bim block -2, ABCB1 block 0.2, Bcl-XL Bim block 0, Bcl-B Bim block 0, Bim-Bcl-W 0, RGS7-Gao 100, GSH bead fluor 12 and RGS8-Gao 103.
`CC(C)(C)c1ccc(-c2csc(NC(=O)CN3C(=O)NC4(CCCCC4)C3=O)n2)cc1` gave RGS4-Gao reg 101, Bcl-2 Bim block -4, ABCG2 inh 1, Bfl-1 Bim block -4, ABCB1 block 0.2, Bcl-XL Bim block -3, Bcl-B Bim block 0, Bim-Bcl-W 0, RGS7-Gao 102, GSH bead fluor 11 and RGS8-Gao 101.
COc1ccccc1NC(=O)Cn1c(=O)n(-c2ccccc2)c(=O)c2oc3ccccc3c21 was read as RGS4-Gao reg 95, Bcl-2 Bim block 0, ABCG2 inh 1, Bfl-1 Bim block 0, ABCB1 block 0.8, Bcl-XL Bim block -3, Bcl-B Bim block -6, Bim-Bcl-W -1, RGS7-Gao 100, GSH bead fluor 19 and RGS8-Gao 89.
`Cc1ccc2cccc(Oc3ncnc4scc(-c5ccc(Cl)cc5)c34)c2n1` gave RGS4-Gao reg 100, Bcl-2 Bim block -6, ABCG2 inh 6, Bfl-1 Bim block -10, ABCB1 block 1.1, Bcl-XL Bim block -13, Bcl-B Bim block -9, Bim-Bcl-W -6, RGS7-Gao 98, GSH bead fluor 10 and RGS8-Gao 94.
For Cc1[nH]c2ccccc2c1C(c1ccccn1)N1CCCC1 (stereo not drawn) the results were RGS4-Gao reg 101, Bcl-2 Bim block -4, ABCG2 inh 8, Bfl-1 Bim block -1, ABCB1 block 0.3, Bcl-XL Bim block -7, Bcl-B Bim block -5, Bim-Bcl-W -6, RGS7-Gao inconclusive, GSH bead fluor 12 and RGS8-Gao 100.
